# Assay outcomes: PubChem BioAssay, National Center for Advancing Translational Sciences (NCATS)
# MmCpn inh: inhibitors of Methanococcus maripaludis chaperonin (MmCpn). Potency, µM (doses to about 76.9 µM), for the others: top-dose activity, negative = inhibition, most hits filed as inhibitors. purified Mm-Cpn ATPase, ADP Transcreener TR-FRET. actives 0.031% (n = 330,000); further: potency means the concentration at half of the fitted maximal effect; on the % scale 0 is the no-effect control and ±100 the full control effect; nearly all actives have a fitted effect of over 80% in size
#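 Purified archaeal chaperonin (25 nM final) was preincubated with compound for 10 min at 37°C, then ATP (10 uM final) was added for 30 min at 37°C in Tris pH 7.4/KCl/MgCl2/DTT buffer. ADP was quantified by HTRF Transcreener TR-FRET.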
# Abeta rescue: compounds reversing amyloid beta toxicity in yeast; yeast expressing A-beta42, growth rescue, OD600, 48 h; response scale: 0% DMSO, 100% iron-clioquinol control; Potency, µM (top dose mostly 46.1 µM), for the others: at the top dose growth rescue, most hits filed as activators; actives 0.063% (n = 410,000); AID 1347071; further: potency means the concentration at half of the fitted maximal effect; nearly all actives have a fitted effect of over 55% in size
#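 Growth rescue measured by 600 nm absorbance after 48 h yeast culture at 30 C with compound. Values normalized between DMSO and an equimolar ferric chloride plus clioquinol control.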
# HepG2 tox: counter-screen for TGF-b inhibitors: cytotoxicity in HepG2 cells; HepG2 CAGA-GFP viability, ATP luminescence, 18 h; Potency, µM (doses to about 46.1 µM), without a hit: at the top dose activity change, negative = cytotoxicity, most hits filed as cytotoxic; actives 0.76% (n = 410,000); AID 588856; further: potency means the concentration at half of the fitted maximal effect; some results filed as inactive show a strong effect at the top dose
#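 HepG2 CAGA-GFP cells (1000/well, DMEM with 1% FBS) received compound, then TGF-beta at 500 pg/mL final, and were incubated 18 hours at 37 degrees C. Viability was read by CellTiter-Glo luminescence. Media-only wells were set as complete cell-killing and DMSO as no toxicity.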
# Nrf2 block: inhibitors of Nrf2 signaling; Potency, µM (series often up to 46 µM), inactives show at the top dose activity change, negative = inhibition, actives largely listed as inhibitors; actives 2.1% (n = 360,000); A549 ARE-Fluc reporter, luciferase luminescence, 18-24 h; further: potency means the concentration at half of the fitted maximal effect; on the % scale 0 is the no-effect control and ±100 the full control effect; nearly all actives have a fitted effect of over 60% in size
#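 Reporter: ARE-Fluc in A549. Exposure: 18-24 h, 37 °C, 5% CO2, 5% FBS OPTI-MEM. Readouts: fluorescent cytotoxicity (CellTiter-Fluor), then luminescent Nrf2 signal after BugLite.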
# TGFb inhibitor: TGF-b pathway inhibition; HepG2 CAGA-GFP TGF-b/SMAD3 reporter, GFP fluorescence, 18 h; TGF-beta stimulated, 500 pg/mL final; Potency, µM (series often up to 46.1 µM), without a hit: top-dose activity, negative = inhibition, hits mostly inhibitors; actives 1.2% (n = 410,000); further: potency means the concentration at half of the fitted maximal effect; on the % scale 0 is the no-effect control and ±100 the full control effect; nearly all actives have a fitted effect of over 65% in size
#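 HEPG2 CAGA-GFP reporter cells (1000/well, DMEM with 1% FBS) received compounds, then recombinant TGF-beta at 500 pg/mL final for 18 hours at 37 degrees C. Per-cell GFP summed per well was normalised to unstimulated and stimulated DMSO controls before curve fitting.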
# Akt phos inh: inhibitors of Akt phosphorylation | Neuro2A IGF-stimulated pAkt S473 HTRF, 20 min; active compounds read low | activity change, % for hits at 50 µM | actives 0.32% (n = 360,000); in the data active means activity change below about -80%; inconclusive means mostly about -51% to -80%; further: on the % scale 0 is the no-effect control and ±100 the full control effect
#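 Neuro2A cells in DMEM with 0.5% FBS, overnight at 37 deg C, given compound at single 50 µM final, then IGF (6 nM final) for 20 min at 37 deg C. Lysed; phospho-Akt Ser473 by HTRF after 24 h, 665/615 ratio.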
# Nrf2 activator: activators of Nrf2 (ARE) signaling | AREc32 ARE-luciferase reporter (MCF7-derived line), luminescence, 24 h | actives 0.31% (n = 410,000) | AID 624171 | Potency, µM (highest dose often 46.1 µM), for inactives: top-dose activation, actives largely listed as activators; further: potency means the concentration at half of the fitted maximal effect; % of control where 0% means no effect; nearly all actives have a fitted effect of over 65% in size
#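 Luminescent ARE reporter assay in AREc32_Fluc cells: overnight plating at 37 deg C, 24 hr compound incubation, Steady-Glo added, 30 min RT before reading.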
# CCT chaperon mod: cytosolic chaperonin activity modulation; AID 651819; purified chaperonin ATPase assay, HTRF ADP detection, 30 min; activity change, % (concentration not given with the values), hits read low; actives 0.3% (n = 360,000); in the data active means activity change below about -30%; further: on the % scale 0 is the no-effect control and ±100 the full control effect
#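 We incubate TRiC, 40 or 20 nM final, with library compounds at 76 uM and 10 uM ATP for 30 min at 37 °C. ADP formed is detected with Transcreener HTRF reagents after 30 min at room temperature.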
# A549 tox: A549 cytotoxicity, counter-screen for Nrf2 inhibitors; A549 ARE-Fluc cells, CellTiter-Fluor viability, 18-24 h; Potency, µM (series often up to 46 µM), for inactives: at the highest dose activity change, negative = cytotoxicity, most hits filed as inhibitors; actives 0.16% (n = 390,000); AID 504648; further: potency means the concentration at half of the fitted maximal effect; on the % scale 0 is the no-effect control and ±100 the full control effect
#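 A549 ARE_Fluc cells in 5% FBS OPTI-MEM were exposed to compounds in concentration-response for 18-24 h at 37 deg C. Viability was read by CellTiter-Fluor fluorescence (Ex 405/Em 525) after 30 min, before the luciferase read.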
# Active calls of the source: *; i = inactive; u = inconclusive; x = no result given; [ ] = remark or other dose. Unless noted, the call rests on the fitted dose curve; in most records, active means well fitted curve in the direction sought with a large enough effect; inconclusive means small, poorly fitted or top-dose-only effect, or another doubt; inactive means no such curve, though single readings can be large; an effect the other way counts as inactive or inconclusive.
Molecule,MmCpn inh,Abeta rescue,HepG2 tox,Nrf2 block,TGFb inhibitor,Akt phos inh,Nrf2 activator,CCT chaperon mod,A549 tox
COc1ccc2c(c1)O[C@H](c1ccc3c(c1)OCO3)[C@@H](O)C2=O,3%,2%,-6%,u,-3%,i,9.3%,-2.9,-6%
Cn1c(=O)n(C)c2cc(S(=O)(=O)NCc3ccccc3)ccc21,1%,0%,0%,u,14%,i,3.1%,0.0,-7%
O=C(Nc1ccccc1N1CCOCC1)c1ccc([N+](=O)[O-])s1,2%,-88%[inhibitor],-90%,u,11µM*,i,0.1%,-1.7,-22%
O=C(COC(=O)/C=C/c1cccs1)Nc1ccccc1Cl,-7%,-26%,-26%,0%,-9%,i,15%,-1.2,-2%
C=CCn1c(SCC(=O)N2CCN(CCO)CC2)nc2sc3c(c2c1=O)CCC3,-2%,3%,-3%,-14%,2%,i,0.9%,-2.6,-1%
O=[N+]([O-])c1cc(-c2nc(-c3ccco3)no2)ccc1NCc1ccccc1,x,-15%,6%,18%,-1%,x,21%,x,-5%
CCC(C)c1ccc2oc(-c3ccc(NC(=O)Cn4cnc5c(=O)n(C)c(=O)n(C)c54)cc3)nc2c1 (stereo not drawn),-2%,7%,2%,12%,11%,i,2.9%,-1.6,-5%
COc1ccccc1/C=C/C(=O)N1CCC(c2ccccc2)C1 (stereo not drawn),0%,-1%,0%,u,0%,i,8.6%,-4.6,1%
Cc1noc(C)c1-c1ccc(C(=O)Nc2ccc(C(C)C)cc2)c2occc12,x,u,-51%,x,-4%,i,5.0%,-2.5,x
CC1(C)C(=O)Nc2ccccc2N1C(=O)CSc1nnc2ccccn12,-2%,11%,-4%,-8%,-14%,i,0.2%,1.3,-17%
CCNCc1cc(Cl)c(OCc2ccccc2)c(OCC)c1,2%,-11%,-44%,-1%,u,i,9.7%,-1.2,3%
Cc1nnc(SCC(=O)N2CCOCC2)s1,-3%,-1%,4%,18%,u,i,-0.1%,-2.3,-4%
CCOc1cccc2sc(N(CCCN(C)C)C(=O)c3ccc(S(=O)(=O)N4CCCCCC4)cc3)nc12,-1%,4%,-52%,6%,u,i,3.8%,1.0,-5%
Cc1cccc(N(C)C(=O)Cn2c(=O)oc3cc(S(=O)(=O)N4CCCCC4)ccc32)c1,x,-7%,-4%,-20%,-4%,x,-0.5%,x,2%
CCn1c(C)cc(/C=C2/SC(=S)NC2=O)c1C,-1%,5%,-8%,2%,0%,i,-0.3%[9.22 µM],-9.1,-4%
COc1ccc(-c2noc(C3CC(=O)N(c4ccc5c(c4)OCCO5)C3)n2)c(OC)c1 (stereo not drawn),x,-16%,-2%,u,-3%,x,3.5%,x,-3%
N#CC1(c2ccc(NC(=O)c3ccccc3F)cc2)CCCC1,4%,-50%[inhibitor],-26%,u,u,i,0.0%,1.3,u
COc1ccc(/C=N/NC(=O)c2ccc(CSc3nncn3C)cc2)cc1OC,-6%,0%,-2%,7%,3%,i,0.2%,-0.2,4%
CC(=O)CC(C)(C)S(=O)(=O)c1ccc(Oc2ccc(S(=O)(=O)C(C)(C)CC(C)=O)cc2)cc1,1%,-6%,-3%,-7%,-14%,i,-0.6%,-2.5,-6%
Cc1c(C)n(CCC(=O)O)c2ccccc12,1%,17%,0%,-3%,2%,i,0.0%[9.22 µM],-2.4,1%

# An excerpt of these results, as labelled records:
mol: Cn1c(=O)n(C)c2cc(S(=O)(=O)NCc3ccccc3)ccc21
  MmCpn inh: 1%; Abeta rescue: 0%; HepG2 tox: 0%; Nrf2 block: u; TGFb inhibitor: 14%; Akt phos inh: i; Nrf2 activator: 3.1%; CCT chaperon mod: 0.0; A549 tox: -7%

mol: O=C(Nc1ccccc1N1CCOCC1)c1ccc([N+](=O)[O-])s1
  MmCpn inh: 2%; Abeta rescue: -88%[inhibitor]; HepG2 tox: -90%; Nrf2 block: u; TGFb inhibitor: 11µM*; Akt phos inh: i; Nrf2 activator: 0.1%; CCT chaperon mod: -1.7; A549 tox: -22%

mol: O=C(COC(=O)/C=C/c1cccs1)Nc1ccccc1Cl
  MmCpn inh: -7%; Abeta rescue: -26%; HepG2 tox: -26%; Nrf2 block: 0%; TGFb inhibitor: -9%; Akt phos inh: i; Nrf2 activator: 15%; CCT chaperon mod: -1.2; A549 tox: -2%

mol: C=CCn1c(SCC(=O)N2CCN(CCO)CC2)nc2sc3c(c2c1=O)CCC3
  MmCpn inh: -2%; Abeta rescue: 3%; HepG2 tox: -3%; Nrf2 block: -14%; TGFb inhibitor: 2%; Akt phos inh: i; Nrf2 activator: 0.9%; CCT chaperon mod: -2.6; A549 tox: -1%

# (cont.)
Molecule,MmCpn inh,Abeta rescue,HepG2 tox,Nrf2 block,TGFb inhibitor,Akt phos inh,Nrf2 activator,CCT chaperon mod,A549 tox
CCc1nnc(NC(=O)/C=C/c2ccco2)s1,-1%,-2%,-7%,20%,17%,i,4.5µM*,-0.4,u
Oc1ccc(/C=N/Nc2nc(-c3cccnc3)nc3ccccc23)c(O)c1,-2%,-16%,-42%,21µM*,u,i,-0.6%,-0.5,-13%
CN(C(=O)CC1C(=O)NCCN1C/C=C/c1ccccc1)C1CCOCC1 (stereo not drawn),3%,-3%,-35%,-1%,17%,i,0.3%,1.0,-1%
CCC1=Nc2cc(C(=O)NC3CCC(C)CC3)ccc2Sc2ccc(C)cc21 (stereo not drawn),x,-21%,-30%,u,u,x,-0.5%,x,-4%
Cn1c(NC(=O)Cc2cccc3ccccc23)cc(=O)n(C)c1=O,2%,-5%,-25%,-20%,-23%,i,-0.3%,-2.3,-1%
CCCCCCCCNS(=O)(=O)CCNCc1ccccc1OC,x,3%,13µM*,-9%,u,i,4.0%,1.1,-6%
Cc1cc(C)nc(N2C(=O)CC(Cc3ccc(Cl)cc3)C2=O)n1 (stereo not drawn),3%,-31%,-20%,-3%,4%,i,-0.3%,-5.8,-1%
Cn1c(Oc2ccccc2)nc2c1c(=O)n(Cc1ccc(Cl)cc1Cl)c(=O)n2C,x,-14%,-13%,-30%,-6%,x,-0.3%,x,6%
O=C(CCc1nc2ccccc2[nH]1)NCc1ccc2c(c1)OCO2,4%,-3%,5%,17%,0%,i,-0.9%,-0.7,12%
COCCSc1ccccc1C(=O)NCc1cccnc1,0%,6%,1%,-11%,-1%,i,-0.3%,0.2,18%
Cc1cccc(N2CCN(C(=O)CSc3ccc4c(c3)OCCO4)CC2)c1C,0%,0%,-26%,-29%,u,i,2.6%,-4.2,0%
Cc1ccc2[nH]c(CNC(=O)C3CCCCC3)cc2c1,-1%,13%,2%,15%,-10%,i,6.8%,2.1,-7%
COc1ccc([N+](=O)[O-])cc1NC(=O)C1(c2ccccc2)CCOCC1,1%,-1%,0%,-17%,-3%,i,3.8%,-0.7,-11%
CCC(C)NC(=O)c1ccccc1-c1ccccc1C(=O)NC(C)CC (stereo not drawn),1%,-2%,5%,12%,0%,i,-0.1%,-7.2,-2%
COc1cc(C2NC(=O)c3c(sc4c3CCN(C)C4)N2)ccc1OC(=O)c1ccccc1 (stereo not drawn),x,-35%,-26%,u,3%,x,8.9%,x,-2%
CCOC(=O)c1cn(CC)c2cc(N3CCOCC3)c(F)cc2c1=O,-2%,21%,-3%,x,4%,i,-0.5%,0.6,-3%
COc1ccc(-n2ncc3c(NCC(C)C)ncnc32)cc1,0%,9%,-3%,x,31%[activator],i,-0.3%,-1.9,9%
O=C(NCCCNC(=O)c1cnccn1)c1ccc(Cl)cc1,1%,-4%,4%,9%,11%,i,-1.7%,-0.7,14%
CC(=O)O[C@]1(C(C)=O)CC[C@H]2[C@@H]3C=C(C)C4=CC(=O)CC[C@]4(C)[C@H]3CC[C@@]21C,4%[15.4 µM],-29%,8%,0.73µM*,0%,i,-1.2%,-3.1,-10%
CCOC(=O)C1=C(Nc2ccc(C)cc2)CC(C)(O)C(C(=O)OCC)C1c1ccccc1 (stereo not drawn),0%,22%,-3%,5%,3%,i,0.0%,-11,11%

# With a hit mark in Nrf2 activator (from the list above):
structure	MmCpn inh	Akt phos inh	Nrf2 activator	CCT chaperon mod
CCc1nnc(NC(=O)/C=C/c2ccco2)s1	-1%	i	4.5µM*	-0.4

# Additional compounds follow.
Molecule,MmCpn inh,Abeta rescue,HepG2 tox,Nrf2 block,TGFb inhibitor,Akt phos inh,Nrf2 activator,CCT chaperon mod,A549 tox
COc1ccccc1N1CCN(C(=O)c2ccc(N(C)S(=O)(=O)c3ccccc3)cc2)CC1,4%,15%,-6%,-12%,-26%,i,-0.1%,-0.9,1%
COc1cc(/C=C/C(=O)O)cc(OC)c1,0%,-5%,-25%,-6%,-10%,i,0.0%,1.9,6%
O=C(c1ccc2c(c1)OCO2)N1CCN(c2cccc(C(F)(F)F)c2)CC1,0%,-4%,-15%,-25%,-26%,i,-0.3%,-2.5,-8%
CC(C)c1ccc(NC(=O)N2CCc3ccccc3C2)cc1,0%,-4%,-14%,u,-6%,i,10%,0.1,2%
Cc1ccc(S(=O)(=O)NNC(=O)C2CCN(Cc3ccccc3)CC2)cc1,1%,2%,0%,15%,3%,i,0.2%,0.4,-2%
Brc1ccc(-n2cc(-c3ccccc3)c3c(NN4CCOCC4)ncnc32)cc1,-2%,4%,-4%,-7%,-6%,i,0.8%,-1.9,15%
COc1ccc(S(=O)(=O)NCCC(=O)NC2CCCCCCC2)cc1,1%,-2%,-21%,7%,u,i,-0.9%,-4.0,-4%
COCCCn1nnnc1SCC(=O)Nc1ccc2c(c1)OCCO2,2%,-14%,-16%,6%,16%,i,3.7%,-2.6,-5%
Cc1ccc(-c2cc(-c3n[nH]c(=S)n3C)c3ccccc3n2)cc1,-4%,23%,-15%,-27%,-1%,i,1.8%,-3.4,0%

# Outcome played no part in choosing rows (roughly 4.3% active in at least one column).
